# POLI inh: inhibitors of human DNA polymerase iota; Potency, µM (titrated, usually from 115 µM), without a hit: at the highest dose activity, negative = inhibition, hits mostly inhibitors; 390,000 tested, 1% active; Q9UNA4; Pol iota fluorescent replication assay, 10 min; further: potency means the concentration at half of the fitted maximal effect
#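 Fluorescent replication assay read twice, at 0 min and 10 min after adding 50 nM (final) substrate. Enzyme (10 nM) and compounds were first incubated 15 min at room temperature; enzyme-free buffer wells were negative controls.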
# POLB inh: DNA polymerase beta (human) inhibition | P06746 | Pol beta primer extension/strand displacement, fluorescence kinetic | Potency, µM (titrated, usually from 114 µM), for the others: at the top dose activity change, negative = inhibition, actives largely listed as inhibitors | 340,000 tested, 1.3% active | AID 485314; further: potency means the concentration at half of the fitted maximal effect; on the % scale 0 is the no-effect control and ±100 the full control effect
#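 Curves were derived by four-parameter Hill fits of normalized qHTS data. The kinetic fluorescent primer-extension read was taken at 0 and 10 min after 50 nM substrate, following a 15 min room-temperature preincubation of 10 nM enzyme with compounds.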
# Pol eta inh: inhibitors of human DNA polymerase eta; Q9Y253; recombinant Pol eta, fluorescent DNA replication assay; Potency, µM (series often up to 114 µM), without a hit: at the top dose activity change, negative = inhibition, hits mostly inhibitors; 390,000 tested, 1.2% active; further: potency means the concentration at half of the fitted maximal effect; on the % scale 0 is the no-effect control and ±100 the full control effect
#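 Pol eta at 10 nM preincubated with compounds 15 min at room temperature; reaction started with fluorescent substrate (50 nM final) and read kinetically at 0 and 10 min.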
# Anesthetic bind: binds horse apoferritin like a general anesthetic; P02791; apoferritin/1-aminoanthracene competitive binding, fluorescence; Potency, µM (series often up to 77.5 µM), for inactives: top-dose activity change, negative = displacement, usual class: inhibitors; 350,000 tested, 0.074% active; AID 485281; further: potency means the concentration at half of the fitted maximal effect; on the % scale 0 is the no-effect control and ±100 the full control effect; nearly all actives have a fitted effect of over 20% in size
# Target sequence (P02791 2-175 limits assumed): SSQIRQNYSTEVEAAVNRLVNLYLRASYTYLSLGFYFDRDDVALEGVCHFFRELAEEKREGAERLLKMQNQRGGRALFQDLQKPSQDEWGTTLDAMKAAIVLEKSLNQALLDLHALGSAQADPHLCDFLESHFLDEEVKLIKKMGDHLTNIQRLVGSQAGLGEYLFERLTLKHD
#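 Apoferritin-based anesthetic binding model; compound displacement of fluorescent 1-AMA measured as endpoint fluorescence after 10 minutes at room temperature, scaled to free-ligand and complex controls.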
# Tb PGK inh: T. brucei PGK inhibition; Potency, µM (titrated, usually from 57.5 µM), for the others: at the highest dose activity change, negative = inhibition, usual class: inhibitors; AID 602233; PGK/GAPDH coupled, Kinase-Glo luminescence, 60 min; 380,000 tested, 0.043% active; further: potency means the concentration at half of the fitted maximal effect; on the % scale 0 is the no-effect control and ±100 the full control effect; nearly all actives have a fitted effect of over 60% in size
# Target sequence (P07378 whole entry, looked up): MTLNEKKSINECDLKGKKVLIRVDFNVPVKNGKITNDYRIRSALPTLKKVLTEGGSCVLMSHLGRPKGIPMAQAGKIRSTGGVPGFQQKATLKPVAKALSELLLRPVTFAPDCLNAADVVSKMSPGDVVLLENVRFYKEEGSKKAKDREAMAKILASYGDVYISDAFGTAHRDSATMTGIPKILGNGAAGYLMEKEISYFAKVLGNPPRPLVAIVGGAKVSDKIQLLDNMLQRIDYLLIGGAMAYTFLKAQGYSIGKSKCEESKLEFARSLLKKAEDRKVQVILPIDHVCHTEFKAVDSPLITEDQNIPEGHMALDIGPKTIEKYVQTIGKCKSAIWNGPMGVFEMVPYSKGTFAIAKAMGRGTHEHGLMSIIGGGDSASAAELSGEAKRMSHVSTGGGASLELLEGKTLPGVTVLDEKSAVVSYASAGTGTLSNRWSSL
#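 Recombinant glycosomal PGK reaction used 1,3-bisphosphoglycerate generated in-well by GAPDH (100nM final) in 100mM TEA pH 7.6, 5mM MgCl2, 0.01% Tween-20. After 60 minutes at room temperature, ATP was read by Kinase-Glo Plus luminescence end-point.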
# APEX1 inh: APE1 (human) endonuclease inhibition; AID 2517; Potency, µM (doses to about 65.8 µM), for inactives: top-dose activity change, negative = inhibition, most hits filed as inhibitors; 350,000 tested, 0.35% active; recombinant APE1, TAMRA/BHQ-2 abasic DNA cleavage fluorescence; P27695;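 further: potency means the concentration at half of the fitted maximal effect; plate controls were vehicle for no effect and reference inhibitor for full effect; nearly all actives have a fitted effect of over 55% in size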
# Target sequence (P27695 whole entry, looked up): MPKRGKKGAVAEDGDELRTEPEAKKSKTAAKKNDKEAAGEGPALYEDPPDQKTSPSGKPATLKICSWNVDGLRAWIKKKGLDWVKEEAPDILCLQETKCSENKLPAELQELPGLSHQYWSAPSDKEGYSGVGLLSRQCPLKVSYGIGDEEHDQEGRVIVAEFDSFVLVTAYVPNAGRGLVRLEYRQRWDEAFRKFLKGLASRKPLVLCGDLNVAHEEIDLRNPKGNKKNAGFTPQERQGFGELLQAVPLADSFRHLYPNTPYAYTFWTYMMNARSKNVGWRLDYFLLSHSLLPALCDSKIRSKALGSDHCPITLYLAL
#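 Activity was derived from the fluorescence gain between first and third kinetic reads (60 s intervals, ex 525/em 598 nm) after 50 nM THF-abasic TAMRA/BHQ-2 duplex was added to 0.75 nM APE1 preincubated 15 min with compound.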
# BLM helicase inh: blocks DNA unwinding by human BLM helicase | recombinant BLM DNA unwinding, fluorescence dequenching | Potency, µM (top dose mostly 56.1 µM), inactives show at the highest dose activity change, negative = inhibition, most hits filed as inhibitors | 350,000 tested, 0.2% active | AID 2528;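 further: potency means the concentration at half of the fitted maximal effect; plate controls were vehicle for no effect and no enzyme for full effect; nearly all actives have a fitted effect of over 35% in size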
# Pol kappa inh: inhibitors of human DNA polymerase kappa; Q9UBT6; purified Pol kappa, fluorescent DNA synthesis assay, 10 min; Potency, µM (series often up to 107 µM), inactives show at the top dose activity, negative = inhibition, most hits filed as inhibitors; 400,000 tested, 0.53% active; further: potency means the concentration at half of the fitted maximal effect; on the % scale 0 is the no-effect control and ±100 the full control effect
#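 Kinetic fluorescence readout at 0 and 10 min followed reaction start with substrate at 50 nM final. Beforehand, enzyme (10 nM Pol kappa) stood 15 min with compound at room temperature; buffer-only wells were negative controls.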
# RXFP1 antag: antagonists of human relaxin receptor RXFP1. Q9HBX9. activity change, negative = inhibition, % at 57.5 µM. AID 1259400. 350,000 tested, 0.59% active. HEK293-RXFP1, relaxin-stimulated cAMP HTRF, 30 min; hits give low values;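 active means activity change of -60% or lower, but not beyond a set lower limit; inconclusive means change between -60% and -40%, or beyond the set limit; inactive means change above -40%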; further: on the % scale 0 is the no-effect control and ±100 the full control effect
# An asterisk follows results filed as active; i = inactive; u = inconclusive; x = not tested or not shown; & = joins results of further samples; [ ] = another dose, or the depositor's remark. Unless noted, the call rests on the fitted dose curve; in most records, active means well fitted curve in the direction sought with a large enough effect; inconclusive means small, poorly fitted or top-dose-only effect, or another doubt; inactive means no such curve, though single readings can be large; an effect the other way counts as inactive or inconclusive. An excerpt; count on the stated rates, not on these rows.
SMILES,POLI inh,POLB inh,Pol eta inh,Anesthetic bind,Tb PGK inh,APEX1 inh,BLM helicase inh,Pol kappa inh,RXFP1 antag
O=C(CN(C1CC1)S(=O)(=O)c1ccc(S(=O)(=O)NC2CCCCC2)cc1)Nc1ccccc1,-12%,-2%,-21%,-22%,-9%,-8%,-11%,-7%,9
Cc1cc(Cl)ccc1OC(C)C(=O)Nc1ccc([N+](=O)[O-])cn1 (stereo not given),9%,15%,-21%,-11%,11%,-3%,-7%,-19%,-26
NC(=O)c1ncn([C@@H]2O[C@H](CO)[C@@H](O)[C@H]2O)c1O,u,8%[57.1 µM],-5%[57.1 µM],-3%,5%,0%&3%,-3%,-13%[60.1 µM],-4
Cc1cc(C)c(NC(=O)CSc2nc(-c3ccc(F)cc3)nc3c2Cc2c(CO)cnc(C)c2O3)c(C)c1,18%,11%,0%,-7%,-6%,x,1%,-1%,-8
COc1ccc(NC(=O)c2ccc3ccccc3c2OC)cc1,52%[activator],x,-7%,x,11%,x,x,4%,u
Cc1cccc(N2CCN(C(=O)NCc3ccc(F)cc3)CC2)c1C,134%[activator],47%,-27%,3%,5%,-7%,-3%,-3%,-31
CC(=O)N1CCc2cc(S(=O)(=O)CCC(=O)Nc3ccccc3F)ccc21,-7%,-28%,9%,3%,-8%,12%,-1%,-5%,13
O=C(NCc1ccccn1)C1CC(c2ccccc2Cl)=NO1 (stereo not given),-1%,12%,-15%,-7%,10%,2%,0%,-1%,10
CCN(c1ccccc1)c1ccc2cc(S(=O)(=O)N3CCCC3)ccc2n1,16%,16%,-15%,47%[activator],-5%,x,-9%,6%,8
O=C(CSC1=Nc2ccccc2N=C(c2ccc(F)cc2)C1)Nc1ccc(Cl)cc1,17%,-2%,-17%,-10%,-8%,x,-1%,4%[60.1 µM],x
COc1ccc(OC)c(NC(=O)c2sc3nc4c(cc3c2N)CCCCCC4)c1,38%[activator],u,u,11%,4%,x,-14%,9%,-2
CC(C)CCN1CCC(C)(NC(=O)c2ccccc2)C1=O (stereo not given),-26%,x,-19%,x,-3%,14%,x,2%,x
O=C(Nc1ccc2nc3ccccc3nc2c1)c1ccc(Br)cc1,30%[activator],26%,-19%,-5%,-2%,9%,-12%,-8%,0
Cc1cccnc1CCNC(=O)CC1C(=O)NCCN1CC1CCCCC1 (stereo not given),-4%,-10%,-8%,-11%,4%,-6%,0%,-11%,-5
O=C(O)c1ccc(S(=O)(=O)N(CCc2ccccc2)Cc2ccc(Cl)cc2)cc1,1%,50µM*,0%,1%,-10%,29%,-3%,-12%,-4
CN(C(=O)c1cccc(NC(=O)Cc2ccc(NC(=O)C3CCN(C(=O)c4ccccc4)CC3)cc2)c1)C1CC1,13%,x,-15%,x,-10%,x,x,20%,x
CCOC(=O)C1=C(CS(=O)(=O)c2ccccc2)NC(=O)NC1c1ccccc1OC (stereo not given),17%,8%,-7%,-7%,0%,13%,-2%,6%,13
CC(=O)N1CCN(C2c3cccc4cccc(c34)C2NS(=O)(=O)c2ccccc2)CC1 (stereo not given),10%,-1%,-15%,-13%,-3%,8%,0%,-5%,4
O=[N+]([O-])c1ccccc1OCCN1CCCC1,-14%,24%,-10%,-6%,-3%,-10%,-2%,-7%,-7
CCNC(=S)NCc1ccco1,23%,6%,-19%,-1%,4%,3%,-1%,-13%,1

# Compounds above containing a nitro group on carbon (2):
SMILES,POLI inh,POLB inh,Pol eta inh,Anesthetic bind,Tb PGK inh,APEX1 inh,BLM helicase inh,Pol kappa inh,RXFP1 antag
Cc1cc(Cl)ccc1OC(C)C(=O)Nc1ccc([N+](=O)[O-])cn1 (stereo not given),9%,15%,-21%,-11%,11%,-3%,-7%,-19%,-26
O=[N+]([O-])c1ccccc1OCCN1CCCC1,-14%,24%,-10%,-6%,-3%,-10%,-2%,-7%,-7

# Remaining list, next part
SMILES,POLI inh,POLB inh,Pol eta inh,Anesthetic bind,Tb PGK inh,APEX1 inh,BLM helicase inh,Pol kappa inh,RXFP1 antag
O=C(O)CCCC(=O)Nc1ccc(Sc2ccc([N+](=O)[O-])cc2)cc1,-2%,-1%,5%,u,-6%,-3%,-2%,-6%,7
C=CCn1c(Cc2ccccc2)n[nH]c1=S,78%[activator],9%,-22%,u,3%,2%,-5%,-7%,-11
CCCCn1c(N)c(N(CC(C)C)C(=O)C2CCN(S(=O)(=O)c3ccc(C)cc3)CC2)c(=O)[nH]c1=O,40%[activator],x,7%,x,2%,4%,x,-1%,-19
O=C(CCNC(=O)c1ccccc1Cl)NCc1cccnc1,9%,x,8%,x,-4%,18%,x,-1%,4
CCOC(=O)CCSCC(=O)Nc1cc(C)on1,8%,28%,-2%,-18%,6%,-5%,5%,-1%,2
O=C(CCc1[nH]c2ccccc2c1Sc1ccccc1)NCCO,-29%,29%,-20%,2%,x,6%,-10%,0%,-1
O=c1c2ccccc2nc(SCc2ccccc2F)n1C1CCCC1,13%,7%,-15%,2%,-1%,-4%,0%,-18%,9
CCOC(=O)c1nn(-c2ccc(C)cc2)c(=O)c2c(N)scc12,u,-12%,u,-8%,i,-3%,-11%,-3%,3
COc1ccc(C2N=C(N)N=C(N)N2c2ccc(C)cc2)cc1 (stereo not given),30%[activator],6%,7%,-7%,0%,5%,-8%,1%,4
Cc1ccc(CN2CCC(N3CCC(C(=O)NCC4CCCO4)CC3)CC2)o1 (stereo not given),-5%,-1%,14%,-7%,-4%,2%,-2%,-2%,-14
O=C(O)CC(NS(=O)(=O)c1ccc(Br)cc1)c1ccco1 (stereo not given),-6%[58.9 µM],28%,-8%,-5%,-4%,13%,-3%,-19%,21
CCCCn1c(N)c(N(CC)C(=O)C2=NN(c3ccccc3)C(=O)CC2)c(=O)[nH]c1=O,23%,x,-8%,x,14%,7%,x,-7%,-11
O=C(CN1C(=O)NC2(CCCC2)C1=O)Nc1cc(C(F)(F)F)ccc1N1CCOCC1,12%,x,-12%,x,1%,5%,x,-16%,-2
Cc1cccc(NC(=O)C2CCCN(S(=O)(=O)c3ccc4c(c3)CCCC(=O)N4)C2)c1 (stereo not given),1%,20%,-15%,-13%,-2%,x,0%,5%,x
O=C(O)c1cccc(N/N=C/c2ccc(F)c(F)c2)c1,110%[activator],-24%,-3%,-2%,7%,-4%,3%,-3%,4
O=C(OCc1nnc(-c2ccc([N+](=O)[O-])cc2)o1)C1CC(=O)N(CCc2ccccc2)C1 (stereo not given),79µM*,x,u,x,-2%,55%[activator],x,-14%,4
CC(C)=NNC(=O)CN1C(=O)NC2NC(=O)NC21 (stereo not given),151%[activator],6%,-2%,8%,i,4%,3%,-9%,9
Cc1ccccc1C(=O)Nc1sc2c(c1C(=O)N1CCCCC1)CCC(C(C)(C)C)C2 (stereo not given),10%,0%,-5%,-4%,-3%,x,-9%,-1%,1
Cc1c(CC(=O)O)c(=O)oc2c(C)c(OCc3ccccc3)ccc12,30%,-16%,-2%,0%,-9%,21%,1%,-19%,-5
Cc1ccc(C(=O)NC(=S)Nc2ccc(CN3CCCCC3)cc2)c(C)c1,25%,-3%,-18%,u,-8%,5%,2%,2%,-19
Cc1cc(C(F)(F)F)n2nc(C)c(-c3ccc(Cl)cc3)c2n1,12%,96%,-25%,-13%,-2%,-1%,1%,-9%,1
Cc1ccc(C(C(=O)NCc2ccccc2)N(C(=O)c2ccccn2)c2ccccc2)o1 (stereo not given),-28%,24%,-4%,-13%,-7%,16%,-6%,3%,8
CCOc1ccccc1NC(=O)Cn1ncc2ccc([N+](=O)[O-])cc21,137%[activator],-15%,-7%,3%,i,-3%,-3%,-3%,1
COC(=O)c1c(S(=O)(=O)NCc2ccccc2)sc(C(=O)O)c1C,-11%,-4%,3%,-9%,4%,0%,-16%,-5%,-6
CCn1cc(C(=O)NCC(OC)OC)c(=O)c2cc(S(=O)(=O)N3CCOCC3)ccc21,24%,8%,-6%,-8%,2%,83%[activator],3%,2%,8
CCOC(=O)c1cc(-c2ccc(OC)cc2F)nc2c1c(C)nn2CCC#N,14%,-1%,-14%,-10%,9%,-6%,-14%,-3%,-11
COc1ccc(C(CNC(=O)c2sccc2C)N2CCOCC2)cc1 (stereo not given),15%,x,-18%,x,i,29%,x,-2%,-7
COc1ccc(OC)c(N(CC(=O)NCc2cccnc2)S(C)(=O)=O)c1,-9%,-10%,-9%,5%,-4%,-4%,2%,-6%,4
CN(C)c1ccc(CNC(=O)C2COc3ccccc3C2)cc1 (stereo not given),-6%,1%,-21%,1%,-8%,x,-2%,4%[60.1 µM],-4
CNC(=O)COC(=O)c1nc(-n2nc(C)cc2C)ccc1Cl,25%,44%,9%,-7%,-6%,0%,5%,6%,-1

# POLI inh: entries above that show a hit
SMILES	POLI inh	Pol eta inh	Anesthetic bind	Tb PGK inh	APEX1 inh	BLM helicase inh	Pol kappa inh	RXFP1 antag
O=C(OCc1nnc(-c2ccc([N+](=O)[O-])cc2)o1)C1CC(=O)N(CCc2ccccc2)C1 (stereo not given)	79µM*	u	x	-2%	55%[activator]	x	-14%	4

# The results go on:
SMILES,POLI inh,POLB inh,Pol eta inh,Anesthetic bind,Tb PGK inh,APEX1 inh,BLM helicase inh,Pol kappa inh,RXFP1 antag
CC(=O)N1CC2(c3ccccc3)CN(C(C)=O)CC(c3ccccc3)(C1)C2=O,23%,9%,-9%,-7%,-6%,12%,-4%,15%,u
CC(Oc1cccc(Cl)c1)C(=O)NCc1ccc(S(N)(=O)=O)cc1 (stereo not given),12%,12%,0%,-4%,-9%,4%,-2%,-4%,-1
Cc1cc(/C=C2\NC(=S)N(C)C2=O)ccc1N1CCCC1,17%,1%,-11%,-9%,-8%,-5%,-5%,-9%,-8
COCC(=O)N(C)c1nnc(-c2ccc([N+](=O)[O-])cc2)s1,-6%,5%,-6%,2%,i,-1%,-3%,2%[60.1 µM],-21
Cc1ccccc1NC(=O)COC(=O)c1ccc(S(C)(=O)=O)c([N+](=O)[O-])c1,u,u,89µM*,-18%,3%,-1%,-9%,-4%&-17%,-27

# High-throughput results as filed in PubChem BioAssay.
